CDK5 p35 inh – blocks human CDK5/p35 kinase activity; Q00535+Q15078; Recombinant CDK5/p35, ADP-Glo luminescence, 60 min; inhibition, % at 10 µM; 330,000 tested, 0.01% active; AID 488839;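 active = highest replicate inhibition of at least 50% and at least 75% of replicates reaching 50%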;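 also: plate controls were DMSO neutral control for no effect and GW8510 at 10 µM for full effect; many of its hits are not listed in these tables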
Target sequence (Q00535 whole entry, looked up): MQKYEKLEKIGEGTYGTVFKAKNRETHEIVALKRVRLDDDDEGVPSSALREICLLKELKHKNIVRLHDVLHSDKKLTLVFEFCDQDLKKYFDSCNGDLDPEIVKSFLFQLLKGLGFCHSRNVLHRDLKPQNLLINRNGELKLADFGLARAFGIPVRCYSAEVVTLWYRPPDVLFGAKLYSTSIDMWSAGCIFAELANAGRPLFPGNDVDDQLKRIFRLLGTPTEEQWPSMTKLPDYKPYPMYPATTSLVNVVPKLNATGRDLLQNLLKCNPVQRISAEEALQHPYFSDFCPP
Target sequence (Q15078 whole entry, looked up): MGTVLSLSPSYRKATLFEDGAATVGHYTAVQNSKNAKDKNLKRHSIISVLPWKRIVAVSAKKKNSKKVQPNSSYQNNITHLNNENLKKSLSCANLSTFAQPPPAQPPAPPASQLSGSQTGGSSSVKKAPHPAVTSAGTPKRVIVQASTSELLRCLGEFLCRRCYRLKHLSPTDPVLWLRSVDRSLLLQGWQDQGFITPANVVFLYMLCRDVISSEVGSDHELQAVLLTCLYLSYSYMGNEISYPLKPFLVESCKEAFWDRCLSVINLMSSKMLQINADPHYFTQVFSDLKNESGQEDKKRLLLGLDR
HTR5A inv ctr – HTR5A inverse agonism, opioid heterodimer counter-screen; 340,000 tested, 0.083% active; HTR5A cell line, luminescence; P47898; inhibition, % at 9.3 µM; in the data active = inhibition mostly above about 23%, no sharp cut-off; inactive = mostly below about 18%;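 also: 0% = cells with DMSO and 100% = no-cell wells with DMSO; some compounds called inactive have numbers as strong as hits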
Target sequence (P47898 whole entry, looked up): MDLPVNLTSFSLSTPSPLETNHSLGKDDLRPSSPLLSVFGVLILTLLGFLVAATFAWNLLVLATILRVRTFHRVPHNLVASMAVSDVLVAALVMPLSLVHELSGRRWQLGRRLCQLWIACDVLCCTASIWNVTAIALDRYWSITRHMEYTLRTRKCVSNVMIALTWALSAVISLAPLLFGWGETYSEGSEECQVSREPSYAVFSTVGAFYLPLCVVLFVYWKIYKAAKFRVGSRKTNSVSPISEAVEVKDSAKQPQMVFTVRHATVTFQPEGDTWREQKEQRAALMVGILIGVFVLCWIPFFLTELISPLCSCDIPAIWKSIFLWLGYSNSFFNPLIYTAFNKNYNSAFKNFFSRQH
Mot1-301 SUMO – inhibitors of SUMOylation pathway: yeast Mot1-301 growth rescue | AID 2716 | growth rescue, % at 18.8 µM | 320,000 tested, 1% active | S. cerevisiae Mot1-301 growth rescue, ATP luminescence, 38.5C; percent above DMSO median, 100 means doubled;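 active = every valid replicate shows activation above 250% relative to neutral control wells; inactive = the rest, any valid replicate at or below 250%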;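 also: OY570 slx delta 5 strain wells were the positive control but not used for scaling; some compounds called inactive have numbers as strong as hits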
Tat export inh – E. coli Tat transport inhibition; E. coli MC4100 TorA-mCherry Tat export, fluorescence; inhibition, % at 10 µM; 340,000 tested, 0.036% active; AID 488895;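 active = mean replicate inhibition at least 50% and at least half of replicates individually reaching 50%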;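 also: exported cargo escapes ClpAP degradation while cytoplasmic cargo is degraded and loses fluorescence; 0% = median of neutral control wells and 100% = median of NaSCN control wells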
AddAB inh – less growth of phage-infected E. coli with AddAB; E. coli expressing H. pylori AddAB, absorbance growth; inhibition, % at 11.9 µM; 330,000 tested, 0.29% active; AID 435030; in the data active = inhibition above about 12%;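 also: 0% = vehicle wells of infected cells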
PKA-R1A activ – activates the PKA-R1A holoenzyme complex | P00514+P68181 | 340,000 tested, 0.083% active | PKA-R1A dissociation, Cy5-IP20 fluorescence polarization; scaled: DMSO 0%, 113 µM cGMP 100% | AID 504707 | activation, % at 11.4 µM;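 active = percent activation above the mean of all tested compounds plus 3 SD, cut at about 19% in these data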;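 also: higher means more PKAc released from R1A so a rise in polarization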
Ecoli viability – reduces bacterial viability in AddAB counter-screen | E. coli V3065 growth, OD600 absorbance, 18 h | inhibition, % at 11.9 µM | 330,000 tested, 0.27% active | AID 449728;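 active = inhibition above the campaign's mean inhibition across all tested compounds plus 3 SD, cut at about 9.9% in these data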;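 also: uninfected addAB+ strain grown without phage in ampicillin broth; 0% = DMSO wells and 100% = ciprofloxacin 0.95 µg/ml wells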
DAGLB inhibitor – blocks human DAGLB lipase activity. Q8NCG7. HEK293T DAGLB membrane lysate, EnzChek fluorogenic substrate. inhibition, % at 5.17 µM. AID 504411. 340,000 tested, 0.059% active; in the data active = inhibition above about 34%;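 also: 0% = enzyme with vehicle and 100% = wells lacking enzyme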
HTR5A ag – HTR5A agonism, opioid heterodimer counter-screen | P47898 | HTR5A agonist assay, luminescence, cell-based | activation, % at 9.3 µM | 340,000 tested, 0.61% active; in the data active = activation mostly above about 9.5%, no sharp cut-off; inactive = mostly below about 7.6%;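 also: 0% = cells with vehicle only and 100% = reference agonist; strong numbers were not always called active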
PKA-R2B activ – PKA-R2B complex activation | P22694+P31323 | PKA-R2B holoenzyme dissociation, Cy5-IP20 fluorescence polarization; R2B truncated from residue 108, S112A mutant; 0% DMSO only, 100% 113 µM cGMP | activation, % at 11.4 µM | 340,000 tested, 0.079% active;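 active = activation above a cutoff set at the mean over all compounds plus 3 SD, cut at about 18% in these data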;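 also: higher means more holoenzyme dissociation and a rise in polarization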
phage Ecoli inh – E. coli growth loss with phage present | inhibition, % at 11.9 µM | growth absorbance | 360,000 tested, 0.26% active; in the data active = inhibition above about 11%
An asterisk follows results filed as active; / = no result given.

The first two compounds, to show the layout:
SMILES | CDK5 p35 inh | HTR5A inv ctr | Mot1-301 SUMO | Tat export inh | AddAB inh | PKA-R1A activ | Ecoli viability | DAGLB inhibitor | HTR5A ag | PKA-R2B activ | phage Ecoli inh
CSc1ncc(C(=O)Nc2cccnc2)c(C(F)(F)F)n1 | -1.5 | -8 | 5 | 4 | / | 0 | / | -1 | 2 | 4 | -0.2
Cc1cc(SCC(=O)N/N=C/c2ccc(C(=O)O)cc2)nc2ccccc12 | -1.4 | 1 | -20 | 4 | 0.7 | -3 | -0.2 | 2 | 0 | -2 | 0.7

The listing, repeating the preview:
SMILES | CDK5 p35 inh | HTR5A inv ctr | Mot1-301 SUMO | Tat export inh | AddAB inh | PKA-R1A activ | Ecoli viability | DAGLB inhibitor | HTR5A ag | PKA-R2B activ | phage Ecoli inh
CSc1ncc(C(=O)Nc2cccnc2)c(C(F)(F)F)n1 | -1.5 | -8 | 5 | 4 | / | 0 | / | -1 | 2 | 4 | -0.2
Cc1cc(SCC(=O)N/N=C/c2ccc(C(=O)O)cc2)nc2ccccc12 | -1.4 | 1 | -20 | 4 | 0.7 | -3 | -0.2 | 2 | 0 | -2 | 0.7
COc1cccc(CN(CCC(C)C)S(=O)(=O)c2cc(Br)ccc2Br)c1 | -0.9 | 3 | / | 9 | / | -5 | / | -25 | -1 | 1 | 2.1
Cc1ccc(C(C)NC(=O)COC(=O)C2=COCCO2)cc1C (stereo unspecified) | -4.3 | -11 | -13 | 0 | -0.3 | 1 | 1.1 | 1 | 5 | 9 | 1.3
CCNC(=O)c1c(NC(=O)c2cc(-c3cc(C)ccc3O)n[nH]2)sc2c1CCCC2 | -3.1 | -1 | -16 | -1 | 1.6 | -2 | -2.0 | 2 | 2 | 4 | 3.6
CCn1c(SCC(=O)Nc2ccc(N3CCOCC3)cc2)nnc1-c1ccncc1 | 3.0 | 15 | -5 | -2 | 1.1 | 4 | -1.6 | 2 | 1 | 13 | 0.6
COc1ccc(NC(=O)c2ccc[n+]([O-])c2)cc1 | -1.3 | -60 | 2 | -6 | 3.4 | -19 | 0.2 | 0 | -1 | -3 | -0.4
Cc1ccc(OCC(=O)Nc2ccccc2-c2ccccc2NC(=O)COc2ccc(C)cc2)cc1 | -0.5 | 15 | 4 | -4 | 3.7 | 2 | -3.5 | -5 | -4 | -4 | 2.6
CCOc1cc(C(C(=O)NCC2CCCO2)N(C(=O)Cn2nnc3ccccc32)c2ccccc2C(C)=O)ccc1O (stereo unspecified) | -0.3 | 8 | 8 | -6 | 3.6 | 6 | 1.1 | 0 | -3 | 4 | -4.7
Cc1cc(N2CCOCC2)n2cc(-c3ccc(F)cc3)nc2n1 | 0.1 | 2 | 5 | -4 | -1.7 | -5 | -0.9 | -2 | -1 | 0 | 2.6
O=C(c1cc2c(=O)n3ccccc3nc2s1)N1CCN(Cc2ccccc2)CC1 | -1.4 | -19 | 24 | 6 | 4.2 | 4 | 0.4 | 3 | 0 | -9 | 2.7
Cn1c(N)c(C(=O)COC(=O)C(Cc2ccccc2)NC(=O)c2ccccc2)c(=O)n(C)c1=O (stereo unspecified) | -0.1 | -4 | -4 | -2 | 5.0 | 4 | 2.5 | 1 | 9 | 2 | 2.9
C=CCNC(=O)/C(C#N)=C\c1cc(Cl)c(OCC)c(OC)c1 | 1.2 | 6 | 3 | -17 | 3.9 | 0 | 0.3 | 0 | -2 | -4 | 3.8
C/C(=N\NC(=O)c1c(-c2ccccc2Cl)noc1C)c1cccc(NC(=O)C(C)C)c1 | 0.5 | 26 | 4 | 18 | 1.9 | 4 | 0.0 | 0 | -2 | -2 | 4.0
CCCC(=O)Nc1c(-c2ccccc2Cl)c(=O)c2ccccc2n1C | -0.5 | 17 | -5 | -13 | -2.4 | -1 | 0.5 | -3 | -5 | -2 | 0.2
Cc1ccc(OC(=O)CCC(=O)Nc2ccc(C)c(C)c2)cc1 | 1.7 | 13 | -10 | 2 | 0.9 | -11 | 0.2 | -3 | 1 | 7 | 0.6
O=C(NCCCc1ccccc1)c1cc([N+](=O)[O-])ccc1Cl | -1.4 | 6 | -11 | -7 | -0.2 | 2 | -2.5 | 0 | -2 | 8 | 3.6
N#CC1=C(N)N2C(=C(C#N)C1c1cccc(Br)c1)Nc1ccccc12 (stereo unspecified) | -0.4 | -2 | -4 | -2 | -0.6 | -13 | -0.1 | -5 | 1 | 10 | 4.5
CN(C)S(=O)(=O)c1ccc(C(=O)NCCc2ccco2)cc1 | 1.7 | -18 | 2 | -6 | 1.7 | -2 | -0.5 | -2 | 6 | -4 | 3.4
COc1ccc(-c2cc(C(=O)O)c3sc(N4CCCCC4)nc3n2)cc1OC | -3.9 | 0 | -6 | 2 | 4.6 | -14 | -0.2 | 1 | 1 | 5 | 4.4
O=C(COc1ccccc1Cl)NCCNC(=O)c1ccco1 | 0.8 | -15 | -1 | 0 | 5.0 | 3 | -1.9 | -1 | 5 | 6 | -1.1
CCOC(=O)c1cc(CC)sc1NC(=O)COC | -0.3 | -13 | 4 | 1 | -1.4 | 3 | -2.7 | -5 | -5 | -2 | 1.8
COC(=O)NNC(=O)/C=C/c1ccccc1 | -1.1 | -2 | -11 | -4 | 1.7 | 1 | -1.5 | 0 | 1 | -1 | 0.1
COc1ccc(/C=N/Nc2nc3ccccc3[nH]2)cc1OC | 3.3 | -2 | 18 | -10 | -0.2 | 4 | -4.1 | 5 | 1 | 0 | 3.0
COC(=O)c1ccc(OCC(O)CN2CCN(C(=O)c3ccco3)CC2)c(OC)c1 (stereo unspecified) | 0.6 | -1 | -21 | -7 | 1.3 | 9 | 0.2 | -2 | 0 | -4 | 1.0
NC(=O)/C=C/C(=O)Nc1ccc(Cl)cc1 | -0.3 | -2 | 23 | -9 | 1.4 | -1 | -0.1 | -1 | 1 | -6 | 0.0
COc1ccc2oc(C(=O)OC(C)C(=O)Nc3ccc(N4CCOCC4)cc3)c(C)c2c1 (stereo unspecified) | -1.4 | -17 | -1 | -8 | 1.1 | -4 | -1.2 | -4 | -1 | -4 | 6.4
CCc1[nH]nc2c1C(c1cccnc1)C(C#N)=C(N)O2 (stereo unspecified) | -0.3 | -21 | 11 | 11 | 5.3 | 0 | 0.3 | -5 | 8 | -9 | 0.8
COc1cc(C(=O)Nc2ccccc2-c2nnn(CC(N)=O)n2)cc(OC)c1OC | -1.3 | 5 | 11 | 4 | -0.6 | -5 | -2.4 | 4 | 2 | 2 | 2.3
Cc1occc1-c1nnc(SCC(=O)N2CCOCC2)n1Cc1ccco1 | -0.3 | -15 | 2 | -16 | -0.2 | 13 | -0.5 | -1 | 4 | -3 | 0.3
NC(=O)C1CCN(CC(O)CSc2ccccc2)CC1 (stereo unspecified) | -0.2 | -19 | -10 | 1 | -0.6 | -1 | -0.4 | -1 | -1 | -2 | 0.8
COc1ccccc1OCc1nc(Cc2ccc(Cl)cc2)no1 | 0.6 | -11 | 24 | 3 | 0.7 | -7 | -0.6 | -13 | -3 | 2 | 3.5
Cc1ccc(S(=O)(=O)Cc2ccc(C(=O)N3CCN(Cc4ccccc4)CC3)o2)cc1 | -0.5 | -15 | -7 | -5 | 1.4 | 11 | -3.2 | -3 | 5 | -4 | 5.1
O=C(Cn1cc(C(F)(F)F)ccc1=O)N1CCCc2ccccc21 | -0.1 | 2 | 6 | -1 | 3.9 | 6 | -1.2 | 0 | -1 | 9 | 1.2
COc1cc(C)ccc1OCc1cc(C(=O)NC(C)Cn2cncn2)no1 (stereo unspecified) | -0.6 | 12 | -14 | -12 | 2.0 | -5 | -0.1 | -1 | -3 | 8 | 0.1
CC(=O)c1c(N)n(C)c(=O)n(C)c1=O | 2.3 | -7 | 7 | -1 | 1.1 | -3 | -0.1 | -1 | 4 | 2 | 3.3
COc1cccc(NC(=O)c2ccc(NCCCN3CCC(C)CC3)c([N+](=O)[O-])c2)c1 | 0.7 | -8 | 278 | -9 | 0.9 | 2 | -2.5 | 3 | 3 | 0 | 3.2
CCOc1ccc(NC(=O)CSc2n[nH]c(=O)n2-c2ccccc2)cc1 | -1.2 | -14 | -19 | -1 | -0.4 | -1 | 1.5 | 3 | -4 | -10 | 1.1
COc1ccc(NS(=O)(=O)c2cccc(C(=O)O)c2)cc1 | -1.5 | -10 | 15 | -10 | 0.1 | -6 | -1.1 | -4 | 2 | 0 | -0.3
CC1=NNC(=O)C1CC(=O)N/N=C/C=C/c1ccccc1 (stereo unspecified) | -2.2 | -7 | -2 | 3 | 3.0 | -8 | 0.3 | -1 | 2 | 9 | 3.1

Quoted at random: 3 compounds from above, in no set order.
SMILES | CDK5 p35 inh | HTR5A inv ctr | Mot1-301 SUMO | Tat export inh | AddAB inh | PKA-R1A activ | Ecoli viability | DAGLB inhibitor | HTR5A ag | PKA-R2B activ | phage Ecoli inh
COc1ccc2oc(C(=O)OC(C)C(=O)Nc3ccc(N4CCOCC4)cc3)c(C)c2c1 (stereo unspecified) | -1.4 | -17 | -1 | -8 | 1.1 | -4 | -1.2 | -4 | -1 | -4 | 6.4
COC(=O)c1ccc(OCC(O)CN2CCN(C(=O)c3ccco3)CC2)c(OC)c1 (stereo unspecified) | 0.6 | -1 | -21 | -7 | 1.3 | 9 | 0.2 | -2 | 0 | -4 | 1.0
COc1ccc(NS(=O)(=O)c2cccc(C(=O)O)c2)cc1 | -1.5 | -10 | 15 | -10 | 0.1 | -6 | -1.1 | -4 | 2 | 0 | -0.3

Other results follow.
SMILES | CDK5 p35 inh | HTR5A inv ctr | Mot1-301 SUMO | Tat export inh | AddAB inh | PKA-R1A activ | Ecoli viability | DAGLB inhibitor | HTR5A ag | PKA-R2B activ | phage Ecoli inh
COC(=O)C(C)N=Cc1ccccc1 (stereo unspecified) | 2.0 | 2 | -12 | 7 | 1.2 | -1 | 1.9 | -4 | -1 | 9 | 0.8
Cc1ccccc1OCCC(=O)N1CCN(S(=O)(=O)c2ccccc2F)CC1 | 0.3 | 10 | -14 | -4 | 0.2 | -9 | 2.1 | -2 | -4 | -5 | 1.0
COc1ccc(C)cc1NC(=O)CN1CCN(c2ccccn2)CC1 | 0.8 | 14 | -5 | 1 | 1.6 | 4 | 2.2 | -5 | -4 | 1 | -0.5
Cc1ccc(C(=O)N/C(=C\c2cccc([N+](=O)[O-])c2)C(=O)OCN2C(=O)c3ccccc3C2=O)cc1 | 1.0 | -15 | 347 | 1 | 3.3 | 11 | -0.7 | 0 | -2 | 8 | 1.4
CCOc1ccc(N2C(=O)CC(N(Cc3ccco3)C(=O)CC)C2=O)cc1 (stereo unspecified) | 0.2 | -34 | 11 | 3 | -1.1 | -8 | 1.5 | 1 | 1 | 0 | 2.9
COc1ccc(NC(C)=O)cc1NC(=O)CN1CCN(CC(=O)Nc2ccc(Cl)cc2)CC1 | 0.3 | -8 | -6 | 6 | 1.8 | -6 | -1.9 | -2 | 5 | -19 | -1.1
NS(=O)(=O)c1ccc(CNC(=O)c2ccc(S(=O)(=O)NCc3ccco3)cc2)cc1 | 1.5 | -15 | -12 | -1 | 0.9 | -12 | -0.3 | 0 | 6 | -1 | 3.4

Screens from PubChem.
